# Screens from PubChem BioAssay.
# TROY NFkB inh – TROY signaling inhibition; actives 0.98% (n = 360,000); Q293 LMP1-TROYcd NF-kB luciferase reporter, 4 h; inhibition, % at 10 µM; AID 1347056;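 active means compounds whose plate-normalised and pattern-corrected inhibition of the luciferase reporter signal at the single screening dose is 50% or more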
# SRC1 inh – inhibitors of human steroid receptor coactivator 1 (SRC1); HEK293 GAL4-SRC1 luciferase reporter, luminescence; inhibition, % at 3.6 µM; actives 0.12% (n = 360,000);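 active means inhibition above the campaign mean plus 3 SD, with each screening campaign given its own cutoff, cut at about 60% in these data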;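 further: 0% = DMSO treated cells and 100% = gossypol at 36 µM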
# CF NFkB inh – blocks PAF-induced NF-kB reporter in cystic fibrosis cells; KKLEB NF-kB-GFP reporter, GFP fluorescence overnight; inhibition, % at 5 µM; actives 0.86% (n = 360,000); AID 588850;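 active means at least 50% inhibition at 5 µM, scaled per plate between neutral and stimulator controls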;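 further: PAF is a Pseudomonas aeruginosa culture filtrate used as stimulus; plate controls were PAF-stimulated DMSO wells for no effect and unstimulated DMSO wells for full effect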
# KKLEB tox – reduces viability of KKLEB cystic fibrosis airway cells; KKLEB CF airway cells viability, ATPlite luminescence, overnight; hits give low values; cells stimulated with P. aeruginosa culture filtrate; activity change (cytotoxicity), % at 5 µM; actives 0.36% (n = 360,000); AID 602141;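 active means corrected activity change at or below -50% at 5 µM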
# COUP-TFII inh – blocks human COUP-TFII nuclear receptor. actives 0.7% (n = 370,000). HEK293T NGFI-A luciferase reporter, luminescence. inhibition, % at 8.6 µM;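 active means inhibition above a per-plate cutoff, mean inhibition of test wells between control levels plus 3 SD, cut at about 38% in these data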;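 further: cells cotransfected with COUP-TFII expression vector driving the NGFI-A reporter; 0% = median of COUP-TF2 test wells and 100% = reporter-only cells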
# Target sequence (P24468 whole entry, looked up): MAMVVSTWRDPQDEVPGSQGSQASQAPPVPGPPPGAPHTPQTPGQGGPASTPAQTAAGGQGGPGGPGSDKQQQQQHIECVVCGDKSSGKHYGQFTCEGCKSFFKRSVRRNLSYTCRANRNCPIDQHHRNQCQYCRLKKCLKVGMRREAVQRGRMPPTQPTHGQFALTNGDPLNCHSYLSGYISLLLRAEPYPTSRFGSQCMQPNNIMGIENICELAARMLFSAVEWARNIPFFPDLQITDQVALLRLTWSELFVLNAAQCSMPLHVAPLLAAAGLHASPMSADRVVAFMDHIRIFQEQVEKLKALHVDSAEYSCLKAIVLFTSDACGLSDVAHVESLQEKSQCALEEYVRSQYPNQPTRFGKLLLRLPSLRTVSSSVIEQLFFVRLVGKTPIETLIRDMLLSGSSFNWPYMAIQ
# Shn3 inh set2 – reduces Shn3 3'UTR luciferase signal in osteoblasts; Clone20 osteoblast Shn3 3'UTR firefly luciferase, 24 h; inhibition, % at 12.5 µM; actives 0.52% (n = 360,000); AID 588674;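 active means mean inhibition of at least 75% with every replicate also reaching 75%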;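 further: 0% = median of neutral control wells and 100% = pilot-screen positive control compound; some compounds past the cut are filed as inactive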
# TWEAK-Fn14 inh – TWEAK-Fn14 signaling inhibition; AID 1159606; actives 2% (n = 360,000); TWEAK-stimulated Fn14 reporter cells, luciferase luminescence, 8 h; inhibition, % at 10 µM; in the data active means inhibition above about 50%
# LRH-1 inv ag – NR5A2 inverse agonism in reporter assay. inhibition, % at 3.6 µM. AID 602396. actives 0.13% (n = 360,000). HEK293T StAR-luciferase reporter, LRH-1 transfected, 24 h;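 active means inhibition above the mean inhibition of all tested compounds plus 3 SD, cut at about 73% in these data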;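 further: 0% = DMSO wells and 100% = reporter-only cells lacking LRH-1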
# Target sequence (O00482 whole entry, looked up): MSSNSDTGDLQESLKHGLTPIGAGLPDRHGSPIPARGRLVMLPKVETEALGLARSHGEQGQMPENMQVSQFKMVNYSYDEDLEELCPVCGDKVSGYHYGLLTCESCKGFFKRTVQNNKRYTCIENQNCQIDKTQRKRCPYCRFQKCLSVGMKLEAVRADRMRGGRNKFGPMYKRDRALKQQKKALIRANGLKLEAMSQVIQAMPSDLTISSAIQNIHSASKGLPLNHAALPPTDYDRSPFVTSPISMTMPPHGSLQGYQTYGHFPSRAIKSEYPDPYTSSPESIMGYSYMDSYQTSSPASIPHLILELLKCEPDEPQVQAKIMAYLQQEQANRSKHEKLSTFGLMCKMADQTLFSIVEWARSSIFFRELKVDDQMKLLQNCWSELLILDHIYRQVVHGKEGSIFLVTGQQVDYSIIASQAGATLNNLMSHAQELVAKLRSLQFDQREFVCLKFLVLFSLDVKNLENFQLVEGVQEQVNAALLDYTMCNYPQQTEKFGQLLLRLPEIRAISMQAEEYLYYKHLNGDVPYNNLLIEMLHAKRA
# NCOA3 inh – inhibitors of human steroid receptor coactivator 3 (SRC3). HEK293 GAL4-SRC3 luciferase reporter, luminescence. inhibition, % at 3.6 µM. actives 0.17% (n = 360,000). AID 588352;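 active means inhibition above a per-campaign cutoff, the mean of all compounds plus 3 SD, cut at about 60% in these data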;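 further: 0% = DMSO-treated cells and 100% = gossypol-treated cells at 36 µM; higher means less SRC3-driven luciferase light from the GAL4 reporter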
# LMP1 NFkB inh – reduces LMP1-driven NF-kappaB luciferase signal. LMP1-induced NF-kappaB luciferase reporter cells, luminescence. inhibition, % at 12.5 µM. actives 0.69% (n = 350,000). AID 504558; in the data active means inhibition above about 41%;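 further: 0% = neutral control wells and 100% = reference inhibitor control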
# TRAIL sens C8 – sensitizes caspase-8 expressing cells to TRAIL; NB7+C8 cells + TRAIL, ATPlite viability luminescence; inhibition (viability loss, TRAIL sensitization), % at 10 µM; actives 1% (n = 360,000); AID 624354;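 active means compounds causing at least 50% loss of cell viability in the single-dose screen, relative to plate controls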
# * hit, by the source's call; · = not tested or not shown.
Molecule	TROY NFkB inh	SRC1 inh	CF NFkB inh	KKLEB tox	COUP-TFII inh	Shn3 inh set2	TWEAK-Fn14 inh	LRH-1 inv ag	NCOA3 inh	LMP1 NFkB inh	TRAIL sens C8
CCOC(=O)C(NC(=O)c1cccc(Cl)c1)(OCc1ccc(F)cc1)C(F)(F)F (stereo unspecified)	-5	-9	5	5	12	-10	4	-5	23	-7	-1
Cc1c(Cl)ccc2c(C(=O)O)cc(-c3ccccc3)nc12	23	-19	-6	-19	8	10	-18	2	9	8	35
CCc1c(C)[nH]c2ccccc2c1=O	1	-4	-7	-1	9	-10	-5	10	-21	1	42
Cc1ccc(S(=O)(=O)NC[C@H]2O[C@@H](n3cnc4c(N)ncnc43)[C@H](O)[C@@H]2O)s1	-2	5	20	0	11	2	-19	15	11	2	-3
COc1ccc([N+](=O)[O-])cc1NC(=O)CN(C)S(=O)(=O)c1ccccc1	-6	-5	7	-7	-1	30	-10	-11	10	-5	0
C=CCSc1nc(N)c(C(=O)Nc2ccccc2C)cc1C(N)=O	0	1	11	-12	10	5	-10	23	14	-1	-2
CCCc1nnc(NC(=O)CCC(=O)NC2CCCCCC2)s1	12	2	-5	5	9	-5	-7	0	-25	5	5
CC1(C(=O)NS(=O)(=O)Cc2cccc(Cl)c2)CCN1C(=O)C/C=C/c1ccccc1 (stereo unspecified)	-36	-1	8	-9	10	3	-3	-16	-14	·	4
CC(=O)Nc1ccc(C(=O)n2cnc3cc(C)c(C)cc32)cc1	0	-7	-8	6	-13	-14	9	-5	5	11	-6
CCOc1ccc(N(CC(=O)NCC2CCCO2)C(=O)CCC(=O)Nc2ccccn2)cc1 (stereo unspecified)	17	-18	-9	0	-2	-1	-7	-2	12	-16	6
COc1ccc(NC(=O)Nc2cccc3c2O[C@H](CN(C)C(=O)Nc2ccc(OC)cc2)[C@@H](C)CN([C@H](C)CO)C3=O)cc1	-24	-3	5	0	2	-15	-10	0	-18	0	7
O=C(O)C1CCCN(S(=O)(=O)Cc2ccccc2)C1 (stereo unspecified)	14	-1	5	7	11	-1	-7	5	-8	6	-28
CCOC(=O)Cc1csc(N/N=C/c2cccc([N+](=O)[O-])c2)n1	-13	3	-7	6	8	-6	-11	-5	14	1	10
CC1=NN(c2ccc(C(=O)O)c(N)c2)C(=O)C1	-22	-58	-10	9	15	11	-4	-12	-4	-17	1
Cc1ccc(Cn2cc(CCC(=O)O)c3ccccc32)cc1	-6	-26	-21	4	-8	1	9	7	-3	1	-4
COC(=O)c1ccccc1NC(=O)c1cccc(NC(=O)c2ccc(Br)o2)c1C	29	-24	-5	-6	3	-4	14	0	1	-17	-4
Cc1ccc(Cn2cc(C(=O)NN)c(=O)c3ccc(F)cc32)cc1	1	-4	-3	6	1	10	-3	4	-21	5	-8
Cc1ccc(/C=C/C(=O)NCc2ccncc2)cc1	-28	-10	8	11	2	-9	-15	-1	16	5	4
Cc1ccc(CNc2ccc3c(c2)ncn3C)cc1	25	-80	-21	-2	-27	-101	45	-71	-64	-14	-4
CN(C)S(=O)(=O)c1ccc(N2CCCC2)c(C(=O)Nc2ccccc2)c1	10	1	-24	0	-19	10	8	3	22	-1	8

# (continued)
Molecule	TROY NFkB inh	SRC1 inh	CF NFkB inh	KKLEB tox	COUP-TFII inh	Shn3 inh set2	TWEAK-Fn14 inh	LRH-1 inv ag	NCOA3 inh	LMP1 NFkB inh	TRAIL sens C8
OCCNc1nc(C2CC2)nc2c1nnn2Cc1ccccc1Cl	7	-32	-11	-3	-5	4	-12	1	16	9	-16
O=C(Nc1sc2c(c1C(=O)O)CCCCC2)c1ccccc1	37	-1	9	8	-1	-59	64*	52	52	3	38
COc1ccccc1C(=O)COC(=O)c1cccc(S(=O)(=O)N2CCCC2)c1	-16	-7	18	-21	18	8	-18	2	5	-3	8
COc1ccc(Cn2c(=O)[nH]c3cc(C(=O)NCCCN4CCCC4=O)ccc3c2=O)cc1	-12	-4	2	4	0	-6	7	9	9	-2	-8
CCCCCCC1CC(=O)NC(=O)N1 (stereo unspecified)	-7	-12	-2	3	6	10	-7	-5	12	4	19
C[C@H](CO)N1C[C@H](C)[C@@H](CN(C)C(=O)CN2CCOCC2)Oc2cc(Br)ccc2S1(=O)=O	3	-13	-7	-10	7	42	10	6	-8	-3	0
Nc1cccc(NP(=O)(c2ccccc2)c2ccccc2)c1	7	0	-8	8	-6	-50	4	-8	5	2	-6
CC(=O)Nc1cccc(C(=O)OCC(=O)N2CCC(c3ccccc3)=N2)c1	-19	-49	-27	1	-36	-72	-6	-25	-53	-10	12
CCOCCCNC(=O)c1c[nH]c2c(CC)cccc2c1=O	9	-8	0	7	17	-9	-19	6	7	0	-1
Cc1nnc(SCC(=O)c2ccc(S(=O)(=O)N3CCOCC3)cc2)n1-c1ccccc1	-1	2	10	0	11	-21	2	6	4	0	-6
COc1ccccc1N(CC(=O)N(CC(C)C)CC(C)C)S(=O)(=O)c1cccs1	4	-12	-7	8	-2	7	16	8	17	4	2
Cc1ccc(S(=O)(=O)NN2C(=O)c3ccccc3NC2c2ccccc2F)cc1 (stereo unspecified)	-11	-12	0	-5	-6	12	24	-6	17	-12	12
Cn1c(=O)oc2cc(S(=O)(=O)NC3CCCCC3)ccc21	12	5	-22	5	0	4	13	0	9	-9	-9
Nc1nc(SCc2ccccc2)c2ncn(CCO)c2n1	-9	-8	-10	12	-9	-3	-7	-37	-12	3	4
CNC(=O)COc1ccc(S(=O)(=O)N2CCCC2)cc1	6	-2	-2	11	4	-12	5	4	-4	1	6
CC(=O)Nc1ccc(NC(=O)CCNC(=O)c2ccccc2Cl)cc1	-12	18	11	0	10	-27	4	6	-1	-6	0
C[C@@H]1CN([C@@H](C)CO)S(=O)(=O)c2ccc(Br)cc2O[C@H]1CN(C)C(=O)Nc1ccc2c(c1)OCO2	-16	-3	-3	5	-15	-3	-15	-6	-29	-38	-21
O=c1oc2ccccc2nc1/C=C(O)/C=C/c1ccc(F)cc1	-56	-21	10	7	-14	-29	-5	-51	-50	-5	-4
CCCOC(=O)Cn1c(=O)c2cc3c(=O)n(CC(=O)OCCC)c(=O)c3cc2c1=O	62*	-23	-5	7	-11	-15	12	-29	-45	-6	-2
COc1ccc(Cl)cc1NC(=O)c1cc(-c2ccco2)on1	-4	0	-8	6	10	-5	17	-2	4	-6	0

# Other records follow:
Molecule	TROY NFkB inh	SRC1 inh	CF NFkB inh	KKLEB tox	COUP-TFII inh	Shn3 inh set2	TWEAK-Fn14 inh	LRH-1 inv ag	NCOA3 inh	LMP1 NFkB inh	TRAIL sens C8
COCc1nnc(NC(=O)c2cc3ccccc3o2)s1	-15	-58	-20	-5	-30	-47	-13	-70	-61	1	6
COC(=O)/C(=C/c1ccc(F)cc1)NC(C)=O	1	-1	12	-3	10	-13	10	6	5	8	14
C=CCN(C(=O)c1csnn1)C(C(=O)NCc1ccccc1)c1cccs1 (stereo unspecified)	11	-25	-7	-19	-4	-1	14	0	8	2	-18
O=C(COc1ccc(Cl)cc1Cl)Nc1c(-c2cccs2)nc2ccccn12	42	-6	42	-47	-2	-25	28	-11	5	-1	8
CC(=O)NCCNC(=O)C1CCCCN1S(=O)(=O)c1ccccc1 (stereo unspecified)	-14	11	10	-6	9	0	-11	1	-2	5	-2
CN(C)c1ccc(C(=O)OCc2cc(=O)n3ccsc3n2)cc1	-56	-25	7	0	-19	0	-2	0	-7	-13	8
NCC1CC2c3ccccc3C1c1ccccc12 (stereo unspecified)	23	2	-7	-1	-24	4	-1	-11	12	4	-9
O=C(CN1CCN(C/C=C/c2ccccc2)CC1)Nc1ccccc1C(=O)NC1CC1	3	12	8	-4	-9	-5	1	-1	6	-14	-8
COC(=O)c1ccc(CSc2nc3ccccc3c(=O)n2-c2ccc(OC)c(OC)c2)o1	11	-3	4	-5	-3	-11	-18	-40	-9	5	8
CCOc1ccc(N(CC(=O)Nc2cccc(C)c2)S(C)(=O)=O)cc1	-61	-42	5	-1	-66	-17	-7	-23	-41	-15	10
CCC(Sc1nc(N)cc(N)n1)C(=O)O (stereo unspecified)	11	16	6	4	-14	-9	-28	-12	3	-2	-7
Cc1c(NC(=S)NC(=O)COc2ccccc2)c(=O)n(-c2ccccc2)n1C	5	11	8	4	-8	-2	12	10	16	3	8
Cn1c(N)c(C(=O)COC(=O)C2CCN(S(=O)(=O)c3cccs3)CC2)c(=O)n(C)c1=O	3	2	-9	4	-2	5	-18	18	5	-2	27
Fc1cccc(-c2ncc(-c3ccccc3)o2)c1	-65	-52	3	-9	-15	-25	-32	-20	-60	-31	-1
Cc1cc(C(=O)OCC(=O)NCCc2ccc(S(N)(=O)=O)cc2)c2ccccc2n1	7	-10	19	4	1	-21	0	3	16	0	-9
CC(=O)Nc1cccc(NS(=O)(=O)Cc2ccc(Cl)cc2)c1	-10	1	4	5	16	-26	-17	-5	5	-11	-23
Cc1ccc2nc(NC(=O)C3CSC4(C)CCC(=O)N34)sc2c1 (stereo unspecified)	-27	-23	6	0	-21	-48	13	-46	-42	-8	6
O=C(O)CC1S/C(=N/N=C/c2ccc(Br)cc2)N(c2ccccc2)C1=O (stereo unspecified)	-5	10	5	11	-11	2	-2	-1	4	1	-1
COc1ccc(C(=O)CC(C(=O)O)c2ccc(OC)c(OC)c2)cc1OC (stereo unspecified)	-6	-19	4	5	5	3	-2	-4	-23	3	-5
CCOC(=O)C1CCCN(CC(=O)Nc2c(C(=O)OC)[nH]c3ccccc23)C1 (stereo unspecified)	6	-4	-13	-6	16	-5	-6	11	-2	3	-4

# Other structures.
Molecule	TROY NFkB inh	SRC1 inh	CF NFkB inh	KKLEB tox	COUP-TFII inh	Shn3 inh set2	TWEAK-Fn14 inh	LRH-1 inv ag	NCOA3 inh	LMP1 NFkB inh	TRAIL sens C8
O=C(c1ccc2c(c1)OCO2)N1CCN(C(=O)c2ccco2)CC1	-22	1	-14	5	-8	9	-14	18	14	4	-12
O=C1c2ccccc2C(=O)c2c1ccc1c(=O)n(-c3ccccc3)[nH]c21	-8	3	-89	22	-10	-19	-14	-4	19	8	9
CSc1ncccc1C(=O)Nc1ccc(OC(F)(F)F)cc1	-51	0	5	1	-20	30	2	-24	18	-3	1
COc1ccc(NC(=O)CCNC(=O)c2ccc([N+](=O)[O-])cc2)cc1S(=O)(=O)N1CCOCC1	-2	-1	10	3	-10	-5	-27	9	-7	1	-2
CCOc1cccc2cc(-c3nnc(NCc4ccc5c(c4)OCO5)s3)c(=O)oc12	6	-11	34	-39	2	12	-109	-1	10	-17	17
CCC(Sc1nc2c(cnn2-c2ccccc2)c(=O)[nH]1)C(=O)OC (stereo unspecified)	5	-3	-10	5	7	-19	9	-16	0	-5	-4
CC1=CC(c2ccccc2)n2nc(N3C(=O)CCC3=O)nc2N1 (stereo unspecified)	3	11	3	6	-1	13	-7	-13	0	-2	6
CC(=O)CCc1oc2c([N+](=O)[O-])cccc2c1-c1ccc(C)o1	-3	2	-20	-27	-1	5	-4	0	-1	1	-5
Cc1c(NC(=O)C2CC=CCC2C(=O)O)c(=O)n(-c2ccccc2)n1C (stereo unspecified)	3	-32	-12	-1	-9	10	0	3	7	-1	-15

# Only part of the results is shown. The share of hits here may be higher or lower than overall.
